HCV inh = inhibitors of hepatitis C virus infection; 340,000 tested, 3.4% active; Huh7.5.1 HCVcc-Cre infection, luciferase reporter, 44 h; Potency, µM (top dose mostly 41.8 µM), for inactives: at the highest dose activity change, negative = inhibition, most hits filed as inhibitors; AID 651820; note: potency is the fitted concentration of half-maximal effect; % is set by controls: 0 for no effect and ±100 for the full control effect
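Cells seeded at 1,000/well and cultured 4 h, then compounds added followed by HCVcc-Cre virus (~0.5 moi). After 44 h further culture, luciferase substrate was added, plates held 15 min at room temperature, and luminescence read for 15 sec.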
Pf growth 96h = inhibits malaria parasite growth, 96 h | Potency, µM (highest dose often 28.7 µM), for the others: top-dose activity change, negative = inhibition, hits mostly inhibitors | 320,000 tested, 6.9% active | P. falciparum luciferase reporter growth, 96 h; note: potency is the fitted concentration of half-maximal effect; % is set by controls: 0 for no effect and ±100 for the full control effect
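Plates of compound plus infected erythrocytes (2% hematocrit, 0.05% parasitemia final) incubate 96 hours, 37 C, 5% CO2. Detection reagent added; reduced luminescence from the parasites' luciferase reporter flags inhibition.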
Tb PYK inh = blocks Trypanosoma brucei pyruvate kinase. AID 624173. Q57TT1. 410,000 tested, 0.12% active. Potency, µM (top dose mostly 76.8 µM), inactives show at the highest dose activity, negative = inhibition, actives largely listed as inhibitors. TbPYK enzyme, Kinase-Glo Plus ATP luminescence, 45 min; note: potency is the fitted concentration of half-maximal effect; % is set by controls: 0 for no effect and ±100 for the full control effect; nearly all actives have a fitted effect of over 50% in size
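T. brucei PYK with substrate was exposed to pin-transferred compounds across a concentration series, then started with 130 uM ADP (final). After 45 min at room temperature, Kinase-Glo Plus luminescence was read, normalized and curve-fitted.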
LmPK inh = blocks Leishmania mexicana pyruvate kinase activity; Q27686; purified LmPK, Kinase-Glo ATP luminescence, 1 h; Potency, µM (highest dose often 57.5 µM), inactives show at the top dose activity change, negative = inhibition, usual class: inhibitors; 290,000 tested, 0.37% active; note: potency is the fitted concentration of half-maximal effect; % is set by controls: 0 for no effect and ±100 for the full control effect
Target sequence (Q27686 whole entry, looked up): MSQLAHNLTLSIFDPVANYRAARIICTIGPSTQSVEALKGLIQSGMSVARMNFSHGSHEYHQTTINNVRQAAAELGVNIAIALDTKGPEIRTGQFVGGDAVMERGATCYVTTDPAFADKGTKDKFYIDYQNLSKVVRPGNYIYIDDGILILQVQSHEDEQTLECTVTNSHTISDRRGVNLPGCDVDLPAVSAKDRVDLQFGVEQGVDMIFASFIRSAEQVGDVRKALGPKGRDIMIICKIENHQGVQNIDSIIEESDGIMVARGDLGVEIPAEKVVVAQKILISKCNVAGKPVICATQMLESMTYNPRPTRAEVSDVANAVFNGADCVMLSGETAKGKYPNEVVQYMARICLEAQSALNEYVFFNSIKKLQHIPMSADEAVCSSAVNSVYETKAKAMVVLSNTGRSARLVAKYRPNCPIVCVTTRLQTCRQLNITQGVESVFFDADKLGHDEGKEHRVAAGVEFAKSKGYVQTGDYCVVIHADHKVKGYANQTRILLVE
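ATP generated from ADP (0.1 mM) and PEP (0.5 mM) by 0.1 nM LmPK over 1 h at room temperature (pH 7.2 imidazole buffer) was detected by coupled luciferase luminescence. Values were normalized to uninhibited and no-enzyme wells.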
Shiga toxin inh = Shiga toxin inhibition; Vero cells, Shiga toxin protein synthesis inhibition reporter; inhibition, % at 38.7 µM; 290,000 tested, 9.2% active; AID 2315; in the data active = inhibition mostly above about 28%, no sharp cut-off; inactive = mostly below about 43%; note: 0% is about no effect
CHX counter = affects cycloheximide protein synthesis inhibition readout, counter-screen; max response, %; cell reporter, cycloheximide protein synthesis inhibition counterscreen; AID 2314; 300,000 tested, 12% active; in the data active = max response mostly above about 13%, no sharp cut-off; inactive = mostly below about 14%; note: read at 38.3 µM for the half of the compounds with a filed dose; 0% is about no effect
Pf growth 48h = inhibits P. falciparum growth in the first generation, 48 h. P. falciparum luciferase growth in erythrocytes, 48 h. Potency, µM (series often up to 28.7 µM), for inactives: top-dose activity change, negative = inhibition, usual class: inhibitors. 310,000 tested, 5.9% active. AID 504832; note: potency is the fitted concentration of half-maximal effect; % is set by controls: 0 for no effect and ±100 for the full control effect
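First compound was added to culture medium, then infected red cells at 0.1% parasitemia and 2% hematocrit (final). After incubation at 37 C under 5% CO2, luciferase detection reagent was dispensed and light output recorded.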
The depositor's hits bear a star; ? = inconclusive; . = no result given; [ ] = dose if it differs, or a comment. Unless noted, calls come from the whole dose curve; as a rule, active = well fitted curve in the direction sought with a large enough effect; inconclusive = small, poorly fitted or top-dose-only effect, or another doubt; inactive = no such curve, though single readings can be large; an effect the other way counts as inactive or inconclusive.

compound	HCV inh	Pf growth 96h	Tb PYK inh	LmPK inh	Shiga toxin inh	CHX counter	Pf growth 48h
CC1(C)CC(=O)C=C(C(=O)N2CCCC(CCC(=O)NCc3ccccc3F)C2)O1 (configuration not stated)	1%	288%[activator]	0%	2%	7	9	?
CCOC(=O)c1c(NC(=O)Cn2cnc([N+](=O)[O-])n2)sc2c1CCCC2	?	-20%	-22%	0%	-8	-1	-4%
CCC(=O)Nc1c(C)nn(C(=O)CC)c1C	8%	.	3%	2%	13	-5	0%
Cc1[nH]c2ccccc2c1C(=O)CN1C(=O)C(=O)N(Cc2ccco2)C1=O	-29%	?	-4%	4%	-4	0	-13%
O=C(NCCCN1CCCC1=O)c1c(O)nc2sccn2c1=O	10%	1%	-3%	.	.	.	?
CCCCOC(=O)c1nc[nH]c1C(=O)OCCCC	-29%	10%	4%	-1%	-4	3	1%
CC(=O)Nc1ccc(S(=O)(=O)N(C)CC(=O)OCC(=O)N2CCCC2=O)cc1	23%	1%	0%	.	.	.	?
NC(=O)c1c(N)sc(=S)n1CC1CCCO1 (configuration not stated)	5%	.	-4%	-1%	-5	-1	.
Cc1ccc(C(=O)Nc2ccc(Br)c(C(F)(F)F)c2)cc1	11µM*	12µM*	-3%	-5%	108*	82*	?
CC(C)(C)c1ccccc1NC(=O)C1=COCCO1	6%	26%	3%	.	.	.	47%[activator]
Cc1cc(C)nc(SCc2nnc(SCC(=O)Nc3ccc(C)c(C)c3)n2Cc2ccco2)n1	25µM*	13µM*	2%	1%	-13	11	?
CCCSc1nnc2c(n1)OC(c1sccc1C)Nc1ccccc1-2 (configuration not stated)	.	.	-3%	.	66*	41*	.
CSc1nc2cc(S(=O)(=O)N3CCOCC3)ccc2s1	11%	.	1%	-3%	24	4	4%
C/C(=N\NC(=O)c1ccccc1)c1ccc(-n2ccnc2)cc1	8%	25%	-2%	4%	60*	37*	6%
CCC(C)NC(=O)c1ccccc1-c1nc2ccccc2[nH]1 (configuration not stated)	14%	39%[activator]	-2%	0%	-14	-2	21%
COc1cccc(C(=O)N2CCC(N3CC(C)OC(C)C3)CC2)c1 (configuration not stated)	-9%	-1%	3%	0%	10	-4	3%
CCOC(=O)c1c(N)sc(C(=O)Nc2ccccc2F)c1C	-6%	-26%	-6%	-24%	37	37*	95%[activator]
CCOC(=O)C1=CN(c2cccc(F)c2)C=C(C(=O)OCC)C1c1cc(OC)c(O)c([N+](=O)[O-])c1	4%	?	-5%	3%	-10	1	10µM*
CCOc1ccc(S(=O)(=O)N(CC)CC)cc1NS(=O)(=O)c1ccc(F)c(F)c1F	16%	-9%	?	4%	-9	-1	32%[activator]
Cc1occc1C(=O)N1CCC2(CC1)OCCO2	7%	.	2%	0%	6	0	38%[activator]
O=c1c2ccccc2cnn1-c1ccc2ccccc2c1	-21%	.	-2%	-29%	98*	33*	296%[activator]
CC(C)OC(=O)CSc1nnc(-c2ccncc2)n1N	0%	0%	5%	-2%	25	-6	15%
COc1ccc2[nH]c3c(N4CCN(Cc5ccc6c(c5)OCO6)CC4)ncnc3c2c1	?	5.9µM*	6%	2%	-34	-8	4.1µM*
O=S(=O)(Nc1nc2ccccc2nc1NCC1CCCO1)c1cccc(Cl)c1 (configuration not stated)	12%	-5%	-6%	5%	-2	-2	3%

Compounds above that contain an aryl methoxy group (3):
compound	HCV inh	Pf growth 96h	Tb PYK inh	LmPK inh	Shiga toxin inh	CHX counter	Pf growth 48h
COc1cccc(C(=O)N2CCC(N3CC(C)OC(C)C3)CC2)c1 (configuration not stated)	-9%	-1%	3%	0%	10	-4	3%
CCOC(=O)C1=CN(c2cccc(F)c2)C=C(C(=O)OCC)C1c1cc(OC)c(O)c([N+](=O)[O-])c1	4%	?	-5%	3%	-10	1	10µM*
COc1ccc2[nH]c3c(N4CCN(Cc5ccc6c(c5)OCO6)CC4)ncnc3c2c1	?	5.9µM*	6%	2%	-34	-8	4.1µM*

Additional results.
compound	HCV inh	Pf growth 96h	Tb PYK inh	LmPK inh	Shiga toxin inh	CHX counter	Pf growth 48h
COc1ccc(NC(=O)c2cc3cccc(OC)c3oc2=Nc2ccc(C(=O)O)cc2)cc1OC	1%	2%	0%	3%	27	9	-7%
O=C(NNC(=O)C1CC1)c1ccccc1[N+](=O)[O-]	9%	-22%	-1%	-7%	-4	-3	4%
Cc1ccc(NS(=O)(=O)c2cc(-c3n[nH]c(=O)c4ccccc34)ccc2C)cc1	?	-25%	-2%	3%	-14	-2	?
Cc1cc(-c2cc(C(=O)O)c3ccccc3n2)c(C)s1	19%	1.7µM*	-13%	1%	18	14	16%
CC1(C)CC(NC(=O)c2ccc(Cl)c(Cl)c2)CC(C)(C)N1	?	-81%	-1%	0%	-11	0	?
COc1ccc(S(=O)(=O)Nc2ccc(S(=O)(=O)Nc3cc(C)nc(C)n3)cc2)cc1OC	8%	32%[activator]	2%	-1%	-9	-3	12%
CCOc1cc(N2CCOCC2)c(OCC)cc1NC(=O)CSc1ncn[nH]1	9%	?	-18%	2%	-6	4	-21%
CC1=CC(C)(C)N2C(=O)C3(SCC(=O)N3c3ccc(O)cc3)c3cc(C)cc1c32 (configuration not stated)	-28%	-5%	.	0%	-10	-4	?
Cc1nn(CC(O)Cn2cnc3c2c(=O)n(C)c(=O)n3C)c(C)c1Br (configuration not stated)	?	?	-10%	-2%	-15	-5	-1%
COc1ccc(C)cc1NC(=O)c1cc2ccccc2o1	-12%	14%	3%	-1%	42	40	?
CCN(CC(=O)Nc1c(C(=O)OC)[nH]c2ccc(C)cc12)c1ccc2c(c1)OCO2	8.9µM*	?	5%	3%	-14	-2	13µM*
CC1CCCC(C)N1c1ccc(S(=O)(=O)N2CCOCC2)cc1Cl (configuration not stated)	-2%	-2%	-3%	1%	-3	-1	-19%
Cc1cc(OC(=O)c2ccc(C(F)(F)F)cc2)c([N+](=O)[O-])c(=O)[nH]1	8%	0%	8%	-2%	-4	-1	58%[activator]
COc1c(C)cc(C(=O)C2CCCN(Cc3ccccn3)C2)cc1C (configuration not stated)	-2%	109%[activator]	-2%	6%	12	6	2.1µM*
Cc1sc2ncn(CC(=O)N3CCN(c4ccccc4F)CC3)c(=O)c2c1S(=O)(=O)N1CCOCC1	22%	0%	7%	-10%	-14	-7	-2%
COc1cc(OC)cc(C(=O)Nc2ncc3c(n2)CC(C)CC3=O)c1 (configuration not stated)	?	-26%	1%	-2%	18	4	-21%
O=C(Cc1c[nH]c2ccccc12)NCc1ccco1	20%	21%	-3%	-2%	-12	2	-13%
CCOC(=O)c1cc(-c2ccc(OC)cc2)nn1-c1ccccc1C(=O)O	-1%	26%	0%	-2%	14	-1	1%
C/C(=N\NC(=O)c1c[nH]c2ccccc12)c1ccccn1	?	?	0%	-10%	147*	32*	?
Cc1cc(NC(=O)c2cccc(Br)c2)n[nH]1	13%	202%[activator]	6%	.	.	.	62%[activator]
Cn1c(=O)[nH]c(=O)c2c1nc(NCCCn1ccnc1)n2CCOc1ccccc1	-26%	-1%[5.75 µM]	-7%	-1%	7	-1	-17%
COc1cccc(C(=O)Oc2c(CN3CCOCC3)cc(Cl)c3cccnc23)c1	4.5µM*	.	2%	7%	-6	28	4.7µM*
CCOC(=O)c1cc(-c2csc(-c3ccc(C(F)(F)F)cc3)n2)on1	?	-16%	5%	-8%	7	-2	40%[activator]
CCN1CCN(C(=S)c2ccc(OC)cc2)CC1	23%	23%	-30%	5%	-4	-1	14%
Cc1csc(NC(=O)c2ccc(S(=O)(=O)N(C)c3ccccc3)cc2)n1	?	?	-9%	-2%	42*	34*	?
COc1ccccc1-c1nc2ccc(Cl)cc2c(=O)n1O	-1%	3%	-5%	1%	18	-3	-11%[0.00184 µM]
c1csc(-c2nn3c(Cn4cnc5ccccc54)nnc3s2)c1	-12%	-5%	-26%	-5%	-7	-1	-19%
Cc1cc(S(=O)(=O)Nc2ccc(C(=O)NCC(c3ccco3)N3CCCCC3)cc2)ccc1F (configuration not stated)	-5%	?	3%	.	.	.	?
COc1ccc2c(c1)OC(c1ccccc1)(C(F)(F)F)NC2=O (configuration not stated)	19%	?	1%	6%	10	-4	2.9µM*
O=C(CN1CCOCC1)n1c2ccccc2c2ccccc21	?	?	1%	-2%	6	-2	23%
S=c1[nH]nc(-c2cc(-c3ccccc3)n[nH]2)n1/N=C/c1c(Cl)cccc1Cl	3%	-17%	-30%	-1%	-8	-2	29%
COC(=O)c1sc(NC(=O)c2c(-c3ccccc3)noc2C)nc1C	6%	?	-19%	2%	-3	-2	1%
COC(=O)CSc1nnc(CNC(=O)c2ccc(S(=O)(=O)N(C)C)cc2)n1C	19%	0%	-2%	-3%[11.5 µM]	-15	10	25%
C[C@H]1CC[C@H]2C(=O)N3[C@H](c4cccc(N5CCCC5=O)c4)[C@@H](C)CC[C@H]3C(=O)N2[C@@H]1c1cccc(N2CCCC2=O)c1	-9%[8.37 µM]	?	.	3%	-6	-4	?
COc1ccc(-c2cn3c4c(sc3n2)CCCC4)cc1	-11%	-23%	.	6%	36	36*	.
COc1ccc(C(=O)COC(=O)C2CCN(S(=O)(=O)c3cccc4cccnc34)CC2)cc1	14%	-1%	39%	3%	-9	-2	36%[activator]
Nc1cc(Oc2cccnc2)cc([N+](=O)[O-])c1	4%	16%	-7%	0%	-3	-5	19%
CN(C)C(=O)c1cn(-c2ccccc2)c(=O)c2ccccc12	-4%	?	-4%	0%	-11	-6	3%
O=C(NCCC(c1ccccc1)c1ccccc1)c1cnc2sccn2c1=O	-10%	26%	-3%	4%	-4	-3	-6%
O=C(NNC(=O)c1cccc(Br)c1)Nc1ccc(Cl)cc1	-12%	-4%	?	-1%	-9	-4	7%
CCCCNC(=O)NS(=O)(=O)c1cnccc1Sc1ccc(Cl)cc1	-10%	13%	2%	-6%	-9	9	9%
Cc1ccc(N(CC(N)=O)C2SC(=O)N(Cc3cccc(C(=O)O)c3)C2=O)cc1 (configuration not stated)	12%	12%	-9%	1%	20	-5	1%
Cn1c(=O)c2c(ncn2CC(=O)OCC(=O)Nc2sccc2C(N)=O)n(C)c1=O	11%	7%	-1%	.	.	.	4%
Cc1cccc(N2C(=O)N3[C@H](c4ccc(Br)cc4)[C@@H]4C(=O)N(C(C)(C)C)C(=O)[C@@H]4[C@]3(Cc3ccc(Cl)cc3)C2=O)c1	3%	?	2%	-5%	4	1	?
O=C(COC(=O)c1ccccc1Nc1ccccc1)NCc1ccccc1Cl	-17%	13µM*	-16%	-2%	-5	-2	-13%
CCN(CC(=O)Nc1ccc2c(c1)OCCO2)C(=O)c1ccc([N+](=O)[O-])s1	?	?	3%	.	.	.	-14%
COC(=O)c1cc(OC)c(OC)cc1NC(=O)c1ccccc1C	-5%	?	-3%	3%	4	-3	-18%
Cc1ccc(C)c(CSc2nnc(-c3cccnc3)o2)c1	.	13µM*	-2%	-1%	-2	1	?
Cc1cc(C)n2cc(CSc3ccccn3)nc2n1	4%	-11%	3%	-1%	13	-3	-20%

Assay outcomes: PubChem, National Center for Advancing Translational Sciences (NCATS)
